CHRM4 agonist – CHRM4 agonism in calcium assay; activation, % at 3 µM; P08173; CHO-K1 hM4/Gqi5, Fluo-8 calcium fluorescence; vehicle 0%, full acetylcholine response 100%; 0.14% of 360,000 active; AID 624127;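 active = activation above the run mean over all test wells plus 3 SD, cut at about 32% in these data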;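 note: peak over basal fluorescence ratio per well then scaled between controls; 0% = DMSO wells and 100% = acetylcholine at EC100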
Target sequence (P08173 whole entry, looked up): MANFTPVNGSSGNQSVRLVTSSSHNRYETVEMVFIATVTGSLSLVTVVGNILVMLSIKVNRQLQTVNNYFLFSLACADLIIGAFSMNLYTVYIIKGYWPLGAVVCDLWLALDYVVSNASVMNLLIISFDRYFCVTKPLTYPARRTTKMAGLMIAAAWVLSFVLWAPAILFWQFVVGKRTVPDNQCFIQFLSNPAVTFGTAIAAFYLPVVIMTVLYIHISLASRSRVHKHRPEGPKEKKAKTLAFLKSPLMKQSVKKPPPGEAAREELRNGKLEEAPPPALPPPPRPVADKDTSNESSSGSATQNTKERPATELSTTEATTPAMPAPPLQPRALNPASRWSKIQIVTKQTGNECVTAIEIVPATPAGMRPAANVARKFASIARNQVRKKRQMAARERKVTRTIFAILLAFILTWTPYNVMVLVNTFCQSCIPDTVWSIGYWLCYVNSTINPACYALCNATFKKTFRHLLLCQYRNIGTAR
M1 PAM – positive allosteric modulators of human M1 muscarinic receptor; CHO-K1 hM1, Fluo-8 calcium fluorescence, ACh EC20; 0% = ACh EC20, 100% = maximal ACh; 0.088% of 360,000 active; activation, % at 3 µM; AID 588819; P11229; in the data active = activation above about 19%, passing the limit was not always enough
CHRM5 PAM – potentiates acetylcholine response at human M5 receptor; activation, % at 3 µM; P08912; 0.3% of 360,000 active; CHO-K1 hM5, Fluo-8 calcium, ACh EC20 PAM; 0% = ACh EC20, 100% = ACh EC100;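 active = activation above the run cutoff, the mean activation of all test compounds plus 3 SD, cut at about 18% in these data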
Target sequence (P08912 whole entry, looked up): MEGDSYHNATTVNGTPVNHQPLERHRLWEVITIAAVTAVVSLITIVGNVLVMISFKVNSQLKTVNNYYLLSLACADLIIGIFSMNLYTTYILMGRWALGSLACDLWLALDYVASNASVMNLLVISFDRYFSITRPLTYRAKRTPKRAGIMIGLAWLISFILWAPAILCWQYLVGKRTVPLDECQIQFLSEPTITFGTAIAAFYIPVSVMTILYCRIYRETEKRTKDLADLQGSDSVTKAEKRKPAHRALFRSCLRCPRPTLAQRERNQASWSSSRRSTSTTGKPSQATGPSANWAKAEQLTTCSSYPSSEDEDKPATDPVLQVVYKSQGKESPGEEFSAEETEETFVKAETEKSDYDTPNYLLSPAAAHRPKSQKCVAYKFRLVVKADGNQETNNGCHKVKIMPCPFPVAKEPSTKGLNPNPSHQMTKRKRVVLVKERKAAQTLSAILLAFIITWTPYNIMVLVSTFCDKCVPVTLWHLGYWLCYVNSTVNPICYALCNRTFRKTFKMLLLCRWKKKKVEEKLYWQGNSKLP
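Measured by: Fluo-8 calcium fluorescence; material: human M5 receptor in CHO-K1 cells; schedule: Post-acetylcholine fluorescence recording 140 s; benchmarks: low control EC20 acetylcholine (0%), high control EC100 acetylcholine (100%); read-out: Max/basal fluorescence ratio as % of EC20–EC100 ACh window; compound: single dose, 3 µM nominal final test concentration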
CHRM4 antagonist – CHRM4 antagonism in calcium assay. 0.73% of 360,000 active. AID 624125. CHO-hM4 cells, ACh EC80, Fluo-8 calcium fluorescence. inhibition, % at 3 µM;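 active = inhibition above its plate's cutoff, the mean inhibition of sample wells plus 3 SD, cut at about 27% in these data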;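 note: 0% = acetylcholine EC80 with DMSO and 100% = DMSO without agonist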
CHRM5 agonist – CHRM5 agonism in calcium assay; P08912; CHO-K1 hM5 cells, Fluo-8 calcium fluorescence; 0% DMSO wells, 100% maximal acetylcholine response; activation, % at 3 µM; 0.19% of 360,000 active; AID 624037;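 active = activation above the run's mean over test compounds plus 3 SD, cut at about 23% in these data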;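 note: signal is peak over basal fluorescence ratio across the kinetic read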
M5 antag – CHRM5 antagonism in calcium assay | inhibition, % at 3 µM | 0.59% of 360,000 active | P08912 | CHO-hM5 cells, Fluo-8 calcium fluorescence, ACh EC80;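 active = inhibition above a per-plate cutoff, the mean of that plate's test compounds plus 3 SD, cut at about 27% in these data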;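 note: 0% = acetylcholine EC80 with DMSO and 100% = DMSO without agonist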
CHRM1 antagonist – antagonists of human M1 muscarinic receptor | CHO-K1 hM1, Fluo-8 calcium fluorescence, ACh EC80 antagonist | inhibition, % at 3 µM | 1.3% of 360,000 active | AID 588852;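 active = percent inhibition above its own plate's cutoff, namely the mean of that plate's compound wells plus 3 SD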;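 note: peak over basal fluorescence ratio during 140 s after agonist addition; 0% = ACh EC80 plus DMSO and 100% = DMSO alone without agonist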
M4 PAM – potentiates acetylcholine response at human M4 receptor; P08173; CHO-K1 hM4/Gqi5, Fluo-8 calcium fluorescence, ACh EC20; 0% = ACh EC20, 100% = maximal ACh; activation, % at 3 µM; 0.4% of 360,000 active;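 active = activation above its plate's cutoff, the mean activation of sample wells plus 3 SD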; note: some results filed as inactive read as strong as hits
CRFBP-R2 agonist – CRF-BP/CRF-R2 complex agonism; AID 588473; activation, % at 13.2 µM; 0.46% of 350,000 active; HEK293 CRF-R2/CRF-BP, calcium dye fluorescence (FLIPR); percent of saturating CRF peptide response;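 active = activation of at least 50%, plus an integration ratio under a set limit after plate pattern correction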;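 note: plate controls were neutral control wells without compound for no effect and CRF at EC100 for full effect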
* hit, by the source's call; nt = not tested or not shown.

SMILES | CHRM4 agonist | M1 PAM | CHRM5 PAM | CHRM4 antagonist | CHRM5 agonist | M5 antag | CHRM1 antagonist | M4 PAM | CRFBP-R2 agonist
CC1=CC(=O)C(C(C)C)=C/C1=N/OS(=O)(=O)c1ccccc1 | 29.4 | -16.7 | -27.9 | 78.9* | 9.6 | 50.6* | 61.3* | -16.3 | 50.9*
O=[N+]([O-])c1ccc(-n2cccn2)c(-c2nn[nH]n2)c1 | 1.0 | 12.5 | -2.0 | 3.8 | -4.8 | -1.3 | -5.3 | -3.4 | 0.7
Cc1onc(-c2ccccc2Cl)c1C(=O)Nc1ccc(N2CCOCC2)cc1 | 1.0 | 4.9 | 0.3 | 5.1 | -2.3 | 4.1 | -9.9 | -3.1 | -0.4
CC(=O)OC1(C(C)=O)CCC2C3CC(C(F)(F)F)C4=CC(=O)CCC4(C)C3CCC21C (centres undefined) | 0.6 | -4.6 | -0.2 | -1.9 | 6.9 | 6.7 | 4.3 | 0.0 | -3.6
Clc1ccc(-c2nc3c4ccccc4ccn3c2Cc2ccccc2)cc1 | 1.0 | -5.5 | -1.8 | -18.7 | 1.0 | -7.9 | -0.8 | 14.8 | 8.0
O=C(NCc1ccco1)C(NS(=O)(=O)c1cccc2nsnc12)c1ccccc1 (centres undefined) | 0.3 | 7.2 | -13.6 | -5.2 | -10.0 | -2.4 | 3.8 | 6.2 | 3.1
CC(NC(=O)COC(=O)CCN1C(=O)C2CC=CCC2C1=O)c1ccc(Br)cc1 (centres undefined) | 9.9 | 1.1 | -10.2 | -33.8 | 5.7 | 14.2 | -2.3 | 12.1 | 7.6
O=C1C2C3C=CC(CC3)C2C(=O)N1/N=C/c1ccccc1O (centres undefined) | 1.1 | 10.5 | 3.1 | -2.4 | 2.1 | 8.6 | -14.7 | 10.4 | 1.9
COc1ccc([C@H]2CN(Cc3ccccc3)C(=O)[C@@H]2CC(=O)Nc2ccccc2)cc1 | 5.3 | 8.9 | 5.5 | -8.7 | 1.4 | -9.9 | -20.9 | 2.6 | 0.3
CCCn1c(SCC(=O)c2c(C)[nH]c(C)c2C(=O)OCC)nc2ccccc21 | 10.3 | -2.0 | -12.5 | -4.2 | -1.5 | 8.2 | -2.6 | -0.5 | -0.1
COc1cc(C(C(=O)NC2CCCC2)N(C(=O)Cc2cccs2)C2CC2)cc(OC)c1OC (centres undefined) | 0.1 | -2.8 | 0.9 | -1.6 | -1.1 | -3.6 | 5.8 | 1.8 | -0.6
O=C(NNc1c(Cl)cc(Cl)cc1Cl)C1CCC1 | -0.4 | 3.8 | -3.7 | 10.2 | -2.8 | 11.6 | -4.8 | -2.7 | -0.4
CCCCNCCS(=O)(=O)NCc1ccc(OC)cc1 | 1.9 | 0.2 | -0.8 | 2.6 | 0.5 | 0.8 | -5.3 | -5.9 | -0.2
CCOC(=O)Cc1cc(=O)n2[nH]c(C(C)(C)C)cc2n1 | 1.2 | 5.7 | -0.3 | -10.5 | 0.9 | 3.2 | -14.1 | 10.7 | -1.2
CCC(C)(C(=O)NC1CCCC1)N(Cc1ccco1)C(=O)Cc1cccs1 (centres undefined) | -0.2 | 10.3 | -8.4 | -3.0 | -6.1 | -0.7 | -10.9 | 2.5 | -2.7
CCn1c(SCC(=O)Nc2ccc(S(N)(=O)=O)cc2)nnc1-c1cccc(OC)c1 | 0.2 | -6.6 | -2.7 | 2.5 | 0.2 | 0.2 | -11.2 | 2.6 | 0.7
Cc1ccc(C(=O)c2cncc(Br)c2)cc1 | -0.5 | 1.4 | -6.3 | -2.4 | -8.5 | 4.0 | 5.3 | 1.5 | -0.4
O=[n+]1c2c(n([O-])c3ccccc31)CCC2 | -0.2 | 0.3 | 4.5 | 3.7 | -1.9 | 3.5 | 6.6 | -4.0 | -4.3
CC1(C(=O)O)CC(C)(C(=O)O)CC(C)(C(=O)O)C1 (centres undefined) | 0.2 | 7.1 | -2.8 | 11.3 | 3.5 | -2.7 | 8.0 | 3.5 | -0.9
O=C(Nc1ccc(Cl)cc1)N1CCC(CO)(Cc2ccccc2)CC1 | 7.4 | 1.5 | 11.7 | -1.2 | -2.2 | -5.2 | 0.1 | 7.4 | -2.9
Cc1ccc(S(=O)(=O)NCC(=O)Nc2ccc(C(F)(F)F)cc2)cc1 | 4.5 | 2.2 | -6.2 | 3.6 | 3.0 | 1.6 | -5.1 | -9.4 | -3.2
Cc1ccc(CCNC(=O)C2CC(c3ccccc3C(F)(F)F)=NO2)cc1 (centres undefined) | 4.7 | -1.0 | -1.0 | 1.1 | -0.9 | 9.4 | 17.4 | -2.0 | -1.8
Cc1ccc(S(=O)(=O)N2CCOCC2)cc1C(=O)NCc1ccco1 | 1.3 | -5.8 | -2.3 | 14.2 | 1.1 | 0.3 | 10.9 | -12.7 | -0.4
Cc1cccc(N2C(=O)CN(Cc3sccc3C)C2=S)c1 | 0.1 | 0.2 | 8.6 | -5.3 | 0.0 | -10.2 | -4.0 | 6.7 | -0.1
O=C(Nc1ccc2c(c1)OCO2)c1ccc2sc([C@@H]3O[C@H](CO)[C@@H](O)[C@H]3O)nc2c1 | 0.4 | 3.0 | -0.3 | 9.1 | 0.5 | 9.9 | -9.0 | 1.6 | nt

Later entries.
SMILES | CHRM4 agonist | M1 PAM | CHRM5 PAM | CHRM4 antagonist | CHRM5 agonist | M5 antag | CHRM1 antagonist | M4 PAM | CRFBP-R2 agonist
CCOc1cc2[nH]c(=O)n(Cc3cccc(OC)c3)c(=O)c2cc1OCC | 0.2 | 5.8 | 1.6 | -11.4 | -1.8 | -9.0 | -3.3 | 2.4 | 0.2
CCc1c(O)nc(SCc2ccc(F)cc2)[nH]c1=O | 1.2 | 11.6 | 5.6 | -2.7 | 0.6 | 2.1 | -18.8 | 2.8 | -0.7
Cc1ccccc1S(=O)(=O)Nc1nc2ccccc2nc1N1CCc2ccccc2C1 | -1.3 | 6.3 | -6.3 | -14.4 | -2.5 | -0.1 | 0.5 | 0.1 | -0.2
CNc1nc(N)c([N+](=O)[O-])c(Nc2cccc(Cl)c2)n1 | 0.0 | 22.4 | 6.7 | 2.8 | 3.6 | 8.0 | -21.3 | 9.3 | -1.7
O=C(N=C1SC2CS(=O)(=O)CC2N1CCc1ccc(F)cc1)C1CCCCC1 (centres undefined) | 0.6 | 6.1 | 11.0 | -2.0 | 3.1 | -11.6 | -16.7 | 0.9 | 1.7
O=C(CN1C(=O)NC2(CCOc3ccccc32)C1=O)Nc1ccc2c(c1)OCCO2 (centres undefined) | 2.5 | 1.8 | -2.1 | 3.4 | -0.3 | 3.6 | -1.1 | -4.7 | -1.9
Cc1ccc(/C=N/n2c(C)nc3ccccc3c2=O)o1 | 0.1 | 4.2 | -8.2 | -6.5 | -2.1 | -10.6 | -4.8 | 2.9 | -2.2
CCn1c(C)nc2c(=O)oc3ccccc3c21 | 0.2 | 5.7 | -0.9 | -17.4 | -4.1 | -15.8 | -7.8 | 3.3 | 1.0
Cc1c(Cl)cccc1NC(=O)NN1CCN(C)CC1 | -0.1 | 17.9 | 6.5 | -5.2 | -6.1 | -5.2 | -16.6 | 4.4 | 5.6
CCn1cc(C(=O)N2CCN(c3ccc([N+](=O)[O-])cc3)CC2)c(=O)c2ccc(C)nc21 | 0.6 | -2.9 | -7.8 | -9.5 | -2.1 | -1.1 | -2.8 | 6.5 | -0.7
CC(C)CC1C(=O)N(Cc2cn(CCC3OCCO3)nn2)CCS(=O)(=O)N1Cc1ccc(-c2ccc(F)nc2)cc1 (centres undefined) | 21.2 | -2.6 | -2.0 | -14.0 | 3.1 | -1.0 | 3.7 | -8.1 | 1.9
Cc1cc(NC(=O)CCCn2nc([N+](=O)[O-])c(Cl)c2C)no1 | 0.4 | 11.2 | -1.6 | -7.3 | 1.7 | -2.7 | -4.7 | 7.0 | 0.8
CCN(CC)C(=O)CN1CCC(c2nc3cc(C)c(C)cc3[nH]2)CC1 | -0.1 | 18.2 | 1.2 | 7.9 | -4.0 | 14.5 | -16.3 | -4.3 | -1.5
Cc1cc(N2CCOCC2)nc(N2CCOCC2)n1 | 0.5 | 6.6 | 1.6 | -3.2 | -0.9 | 0.5 | -0.9 | 3.0 | 2.0
O=CN1N=C(c2ccccc2)CC1c1ccccc1[N+](=O)[O-] (centres undefined) | 1.0 | -6.4 | 1.1 | 7.4 | -0.1 | 6.8 | 4.0 | -0.8 | -0.7
COC(=O)c1ccc(NC(=O)CN(c2ccc(OC)cc2)S(C)(=O)=O)cc1 | 4.0 | 2.9 | -8.8 | -1.6 | -0.1 | -2.9 | 5.8 | 0.7 | 1.1
COc1ccccc1-c1cc2ccccc2[nH]1 | -1.4 | -1.2 | 4.1 | 4.8 | -1.6 | -5.0 | 15.5 | -1.7 | -0.5
COc1cc(C(C)=NNC(=O)c2ccncc2)ccc1O | 1.0 | -0.4 | -6.9 | -3.6 | 4.1 | 10.8 | -9.1 | 3.2 | 1.6
O=C(CCN1CCOCC1)Nc1ccccc1 | 0.1 | 2.3 | -0.3 | 9.2 | -1.8 | 0.6 | 1.7 | -6.8 | -0.5
CS(=O)(=O)NN1C(=O)c2ccccc2NC1c1cc2ccccc2nc1Cl (centres undefined) | 1.0 | 6.5 | 2.3 | 1.9 | -1.3 | -6.8 | -6.8 | -1.1 | -1.6
OCCCNc1nc(-c2ccccc2)c2cc(Cl)ccc2n1 | 0.0 | 0.0 | -9.8 | -18.8 | -2.2 | 2.6 | -1.7 | 8.2 | 1.4
O=C(NCCC1CCCCN1S(=O)(=O)c1cccs1)C(=O)Nc1cccc(F)c1 (centres undefined) | 7.1 | -1.0 | -11.6 | -10.3 | -1.8 | -4.7 | -1.3 | -5.9 | -0.1
COc1ccccc1NC(=O)c1ccc(S(=O)(=O)N(C)C)cc1 | 1.3 | 7.2 | -4.5 | 1.2 | 0.3 | 1.8 | -14.3 | -2.0 | 0.5
CCN(Cc1ccncc1)C(=O)c1ccc(C)o1 | 0.2 | 3.6 | -1.7 | 5.2 | -4.3 | 13.4 | -4.2 | -7.2 | -1.2
CC(=O)c1cccc(S(=O)(=O)Nc2ccc(N3CCOCC3)cc2)c1 | 1.6 | 4.8 | -4.7 | 5.1 | 4.2 | 13.5 | 0.0 | 0.5 | 0.4
CCOC(=O)c1ccc(NC(=S)Nc2cc(C)cc(C)n2)cc1 | 1.4 | 8.6 | -2.4 | 3.4 | -1.0 | -4.2 | -9.9 | 3.3 | -1.1
CCCCn1nnnc1SCC(=O)c1ccccc1F | 1.7 | -4.1 | -1.0 | -0.8 | -1.9 | 4.4 | 7.7 | -4.3 | 2.7
CCc1cccc(C)c1NC(=O)C1CCCO1 (centres undefined) | 0.2 | 11.3 | -0.2 | 5.0 | -2.2 | 1.3 | -19.0 | 10.7 | -1.8
O=C1NCCCC1C(=O)N/N=C/c1cccc(O)c1 (centres undefined) | 0.4 | -0.1 | -0.4 | -1.3 | -2.2 | -0.4 | -1.4 | -1.2 | 0.5

Ordered by heavy-atom count (low to high): part of the list above.
SMILES | CHRM4 agonist | M1 PAM | CHRM5 PAM | CHRM4 antagonist | CHRM5 agonist | M5 antag | CHRM1 antagonist | M4 PAM | CRFBP-R2 agonist
COc1ccccc1-c1cc2ccccc2[nH]1 | -1.4 | -1.2 | 4.1 | 4.8 | -1.6 | -5.0 | 15.5 | -1.7 | -0.5
OCCCNc1nc(-c2ccccc2)c2cc(Cl)ccc2n1 | 0.0 | 0.0 | -9.8 | -18.8 | -2.2 | 2.6 | -1.7 | 8.2 | 1.4
CC(=O)c1cccc(S(=O)(=O)Nc2ccc(N3CCOCC3)cc2)c1 | 1.6 | 4.8 | -4.7 | 5.1 | 4.2 | 13.5 | 0.0 | 0.5 | 0.4

High-throughput results deposited in PubChem by several laboratories.
